# Bioassay records as filed in PubChem BioAssay.
# A3G deaminase – blocks human APOBEC3G single-stranded DNA deamination | 330,000 compounds, 0.28% hits | AID 493012 | inhibition, % at 20 µM | recombinant A3G, ssDNA deamination FAM/TAMRA fluorescence | Q9HC16;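 active means inhibition of at least 40% at 20 µM, with no more than 30% in the related APOBEC3A deaminase screen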;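 further: plate controls were DMSO wells with A3G for no effect and wells lacking A3G enzyme for full effect; some compounds called inactive have numbers as strong as hits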
# Target sequence (Q9HC16 whole entry, looked up): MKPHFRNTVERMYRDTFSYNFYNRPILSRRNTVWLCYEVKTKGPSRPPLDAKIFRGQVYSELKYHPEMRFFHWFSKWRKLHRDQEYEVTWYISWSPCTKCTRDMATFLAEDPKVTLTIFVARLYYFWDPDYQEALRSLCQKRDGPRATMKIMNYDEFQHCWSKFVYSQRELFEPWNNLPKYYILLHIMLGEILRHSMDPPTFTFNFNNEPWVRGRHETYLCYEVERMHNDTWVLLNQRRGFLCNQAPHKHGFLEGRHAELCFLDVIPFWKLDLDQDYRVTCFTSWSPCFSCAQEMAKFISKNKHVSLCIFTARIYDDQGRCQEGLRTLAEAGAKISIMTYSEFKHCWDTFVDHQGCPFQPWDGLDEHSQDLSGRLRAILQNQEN
# NLRP3 yeast inh – inhibitors of NALP3 inflammasome in yeast; Yeast reconstituted NLRP3/ASC/caspase-1, beta-gal luminescence, 24 h; inhibition, % at 10 µM; 330,000 compounds, 0.39% hits;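 active means inhibition of 50% or more; inactive means inhibition below 50%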;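 further: plate controls were induced DMSO wells for no effect and uninduced yeast grown without galactose for full effect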
# hIAP activ – increases human intestinal alkaline phosphatase activity; activation factor at 10 µM; P09923; purified human IAP, CDP-Star luminescence, 30 min; stronger effect = higher value; 1 = vehicle-only enzyme, 0 = enzyme-free background; 330,000 compounds, 0.16% hits; AID 2524;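 active means activation factor of the enzyme at least 2-fold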; further: the source names both 10 and 20 µM as test concentration; values of inactives mirror those of a sister screen read the other way
# A3A deaminase – blocks human APOBEC3A ssDNA deamination; P31941; recombinant A3A, FAM/TAMRA ssDNA deamination fluorescence; inhibition, % at 20 µM; 330,000 compounds, 0.41% hits;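 active means at least 40% inhibition at 20 µM here, with at most 30% in a related deaminase screen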;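 further: plate controls were A3A with DMSO for no effect and wells lacking A3A enzyme for full effect; some results filed as inactive read as strong as hits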
# Target sequence (P31941 whole entry, looked up): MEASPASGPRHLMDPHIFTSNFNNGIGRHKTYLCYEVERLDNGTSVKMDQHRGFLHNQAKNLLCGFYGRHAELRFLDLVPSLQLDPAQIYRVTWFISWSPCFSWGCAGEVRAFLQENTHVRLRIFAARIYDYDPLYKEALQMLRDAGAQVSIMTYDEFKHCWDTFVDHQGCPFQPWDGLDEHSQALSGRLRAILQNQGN
# mIAP activ – mouse IAP activation; muIAP, CDP-Star luminescence, 30 min; stronger effect = higher value; 1 = vehicle-only enzyme signal, 0 = enzyme-free wells; activation factor at 10 µM; 330,000 compounds, 0.24% hits; AID 2805;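 active means activation factor of at least 2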; further: the source names both 10 and 20 µM as test concentration; values of inactives mirror those of a sister screen read the other way
#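 Assay system: mouse IAP enzyme; reagent: chemiluminescent substrate CDP-Star; dosing: test compounds delivered from DMSO solution; schedule: 30 min at room temperature; measured by: luminescence from enzymatic CDP-Star hydrolysis; controls: DMSO-only wells and no-enzyme negative control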
# MIN6 prolif – MIN6 beta-cell proliferation induction; MIN6 cells proliferation, ATPlite luminescence, 48 h; cells starved in 0.2% serum; 100% = growth in 10% serum; proliferation, % at 10 µM; 330,000 compounds, 0.29% hits;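 active means compounds whose signal lies at least 3.5 SD above the mean of all wells on their plate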;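 further: 0% = DMSO-treated cells in low-serum medium and 100% = 10% serum control; some compounds called inactive have numbers as strong as hits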
# hIAP block – blocks human intestinal alkaline phosphatase; 330,000 compounds, 0.12% hits; purified IAP, CDP-Star luminescence, 30 min; inhibition, % at 10 µM;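 active means inhibition reaching a set limit with compound at 10 µM in the primary screen, cut at about 35% in these data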;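 further: plate controls were DMSO wells with enzyme for no effect and no-enzyme buffer wells for full effect; values of inactives mirror those of a sister screen read the other way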
# mIAP inh – blocks mouse intestinal alkaline phosphatase; AID 2806; inhibition, % at 10 µM; 330,000 compounds, 0.2% hits; purified mouse IAP, CDP-Star luminescence, 30 min;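 active means inhibition of at least 40% at 10 µM in the primary screen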;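 further: plate controls were DMSO with enzyme for no effect and no enzyme wells for full effect; values of inactives mirror those of a sister screen read the other way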
# SENP1 FRET inh – SENP1 (human) catalytic domain inhibition; Q9P0U3; recombinant SENP1 catalytic domain, CyPet-SUMO1-YPet FRET cleavage; inhibition, % at 10 µM; 360,000 compounds, 0.21% hits;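 active means inhibition at least 30% at 10 µM, raw YFP signal under a set limit, fluorescence ratio 0.5 to 1.5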;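 further: 0% = enzyme with DMSO and 100% = no enzyme wells; some results filed as inactive read as strong as hits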
# Target sequence (Q9P0U3 419-644 limits assumed): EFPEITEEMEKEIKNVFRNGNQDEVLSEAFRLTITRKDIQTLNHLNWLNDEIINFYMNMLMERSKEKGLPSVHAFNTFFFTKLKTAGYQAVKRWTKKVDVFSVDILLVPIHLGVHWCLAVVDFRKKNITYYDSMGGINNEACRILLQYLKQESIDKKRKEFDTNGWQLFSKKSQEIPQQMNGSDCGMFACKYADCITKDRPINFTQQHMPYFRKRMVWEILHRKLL
#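 Material – human SENP1 catalytic domain · Input – SENP1 enzyme, 20 pM final · Compound dosing – single concentration of 10 µM compound, 0.5% DMSO final · Timing – enzyme reaction for 50 min at room temperature, dark · Measured by – FRET fluorescence in CFP and YFP emission channels · Control set – no-enzyme wells low, DMSO-plus-enzyme wells high control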
# Active calls of the source: *. These rows are one share of the data; count on the stated rates, not on these rows.
SMILES,A3G deaminase,NLRP3 yeast inh,hIAP activ,A3A deaminase,mIAP activ,MIN6 prolif,hIAP block,mIAP inh,SENP1 FRET inh
CCOC(=O)CSc1nnc(CNC(=O)c2ccc(S(=O)(=O)N(C)C)cc2)n1C,9,10,1,4,1,-2,-4,-3,0
O=S1(=O)N=C2CCCCCN2C(c2ccc(Cl)cc2)N1 (stereo not given),-6,30,0.93,-1,1,0,7,-4,0
Cc1sc2ncnc(N3CCC(C(=O)Oc4cccc(Cl)c4Cl)CC3)c2c1C,1,-3,0.97,0,0.93,-6,3,7,1
Cc1sc2nc(N3CCOCC3)[nH]c(=O)c2c1-c1ccccc1,-1,-7,0.77,0,0.95,-1,23,5,0
CCCNC(=O)NC1C(NC(=O)NCCC)N(C)C(=O)N1C (stereo not given),-5,7,0.92,-18,0.96,-2,8,4,1
CCc1cccc(CC)c1NC(=O)c1ccc(-n2cncn2)nc1,-6,27,1,1,1.1,0,-2,-6,0
CCCCn1c(SCc2nc3ccccc3s2)nc2ccccc2c1=O,1,6,0.95,0,1.1,-6,5,-8,1
CCCCN(C)Cc1c(C)[nH]c2ccc(C)cc2c1=O,-7,-6,1,-3,0.99,1,-2,1,1
CC(C)CN(CC(C)C)C(=O)CS(=O)(=O)Cc1ccccc1,-7,4,1.1,-6,1,0,-7,-1,0
COC(=O)C1CCN(C(=O)Cc2ccccc2OC)CC1,-9,6,1.2,1,1,-5,-21,-2,0
COc1ccc(C2C(C(=O)N3CCOCC3)=C(C)NC3=C2C(=O)CC(C)(C)C3)cc1O (stereo not given),-6,-4,0.95,-4,1,2,5,-4,-2
CSc1ccc(C2NC(=O)c3ccccc3N2)cc1 (stereo not given),0,34,0.94,1,0.98,-1,6,2,0
COc1ccc(-c2oc(NC(=O)CCl)c(C#N)c2-c2ccc(OC)cc2)cc1,1,21,1.2,0,0.92,-3,-18,8,-2
CN(C)S(=O)(=O)Oc1ccccc1C(=O)Nc1cccc(C(F)(F)F)c1,0,14,1,0,0.91,-2,-2,9,1
COc1cc(NC(=S)N2CCOCC2)c(OC)cc1Cl,2,14,0.91,-1,0.98,-2,9,2,1
CC(C)NC(=S)N1CCN(Cc2ccc3c(c2)OCO3)CC1,-8,8,1.1,-3,0.95,-2,-14,5,1
O=C(CN1CCN(CC(=O)Nc2ccc(OCc3ccccc3)cc2)CC1)Nc1ccc(F)cc1,-3,8,0.87,3,0.95,-6,13,5,1
O=C(CSc1ccccc1)Nc1nnc(C2CC2)s1,-5,13,1,-2,0.96,-1,0,4,0
COc1ccccc1-c1n[nH]c(=S)n1Cc1ccccc1,30,19,0.85,4,1,3,14,-3,0
CCCOc1ccc(CCc2n[nH]c(=S)n2-c2ccccc2)cc1,-4,28,1.2,-2,1,-3,-23,-5,1
Cc1cc(C)c2c(N)c(-c3nnc(SCc4ccc(Cl)cc4)n3C)sc2n1,-7,24,0.99,-2,0.95,-1,1,4,-58
N#C/C(=C\c1ccc(OCc2ccccc2)cc1)C(=O)Nc1nc2c(s1)CCN(Cc1ccccc1)C2,1,45,0.95,1,0.9,-5,5,10,-23
CC(C(=O)Nc1ccccn1)N1C(=O)C2C3C=CC(C3)C2C1=O (stereo not given),-3,15,1.2,4,0.99,-2,-16,1,3
O=C(NC1CCCc2ccccc21)c1ccc([N+](=O)[O-])cc1 (stereo not given),-9,18,0.82,-3,1,-1,18,-4,0
Cc1ccc(-c2cc(C(=O)Nc3cccc(S(=O)(=O)N(C)C)c3)c3ccccc3n2)o1,4,6,0.92,0,0.9,-3,8,10,-50

# Full records, looked up by structure. Screens in order: A3G deaminase, NLRP3 yeast inh, hIAP activ, A3A deaminase, mIAP activ, MIN6 prolif, hIAP block, mIAP inh, SENP1 FRET inh
# CN(C)S(=O)(=O)Oc1ccccc1C(=O)Nc1cccc(C(F)(F)F)c1 reads 0, 14, 1, 0, 0.91, -2, -2, 9, 1
# O=S1(=O)N=C2CCCCCN2C(c2ccc(Cl)cc2)N1 (stereo not given) reads -6, 30, 0.93, -1, 1, 0, 7, -4, 0
# Cc1sc2ncnc(N3CCC(C(=O)Oc4cccc(Cl)c4Cl)CC3)c2c1C reads 1, -3, 0.97, 0, 0.93, -6, 3, 7, 1
# CC(C(=O)Nc1ccccn1)N1C(=O)C2C3C=CC(C3)C2C1=O (stereo not given) reads -3, 15, 1.2, 4, 0.99, -2, -16, 1, 3

# Next section.
SMILES,A3G deaminase,NLRP3 yeast inh,hIAP activ,A3A deaminase,mIAP activ,MIN6 prolif,hIAP block,mIAP inh,SENP1 FRET inh
COc1ccc(NS(=O)(=O)c2ccc(N3CCOCC3)c(NC(=O)C(C)C)c2)cc1,-5,3,1.1,2,0.85,-2,-7,15,1
CC(=O)NC1C(=O)N=C(SCC(=O)NC(C)c2ccccc2)NC1=O (stereo not given),-6,10,1.2,-4,1,-2,-22,0,1
O=C(NCc1ccccc1)NC(=O)c1ccc(Cl)cc1,-1,15,1,0,0.89,-4,-2,11,2
CC1CCN(C(=O)C2CCN(c3ncnc4c3nc3n4CCCCC3)CC2)CC1,2,5,0.83,-3,0.94,-2,17,6,2
O=C1c2ccccc2C(=O)N1CCC(c1ccc(F)cc1)c1ccco1 (stereo not given),1,9,1.1,3,0.99,-1,-6,0,2
COCCCN(C(=O)Cc1ccc(Cl)c(Cl)c1)c1c(N)n(Cc2ccccc2)c(=O)[nH]c1=O,-7,7,1.1,0,0.94,5,-5,6,2
CCOc1ccc(Oc2c(/C=N/NC(=O)COc3ccccc3OC)c(C)nn2-c2ccccc2)cc1,2,2,1.1,0,1.4,-6,-10,-42,-4
O=C(COc1ccc(Br)cc1CO)Nc1ccc(S(=O)(=O)N2CCCC2)cc1,-5,-6,1,-1,1.1,-6,0,-5,5
O=c1[nH]c2ccc(S(=O)(=O)Nc3ccc(Cl)cc3)cc2[nH]1,2,16,1,-2,0.87,-1,0,13,0
COc1cccc(/C=C/C(=O)OCC(=O)NCC2CCCO2)c1 (stereo not given),-4,0,0.93,2,1.1,0,7,-6,1
COc1ccc([C@H]2CC(=O)C=C(c3ccc(Cl)cc3C)C2)cc1,-5,11,0.81,-2,0.88,-6,20,12,1
CCCCCn1c(CNC(=O)COC)nc2ccccc21,-5,9,0.97,-1,0.94,-2,3,6,3
Cc1ccsc1-c1nc(-c2ccccc2)c(-c2ccccc2)[nH]1,1,-45,1.2,1,0.98,-2,-21,2,3
CCN(CC)S(=O)(=O)c1ccc2c(c1)nc(CCC(=O)OCC(=O)N1CCc3ccccc31)n2C,0,-11,0.97,5,0.96,-1,3,4,2
CC1CC1C(=O)OCC(=O)NCc1ccccc1Cl (stereo not given),1,-12,0.91,3,1,-1,9,0,0
O=C(Cc1ccccc1)N/N=C/c1ccc2cccc(O)c2n1,-1,4,1.4,2,0.77,-4,-35,23,2
CCN(Cc1ccccc1)C(c1ccc(Cl)cc1)c1nnnn1C(C)(C)C (stereo not given),0,16,1,2,0.89,-5,-3,11,2
Cc1ccc(S(=O)(=O)Nc2cccc(-n3cnnn3)c2)cc1C(=O)O,1,-1,0.92,10,0.93,-3,8,7,1
Cc1nc(-c2ccc(Cl)cc2)sc1C(=O)NNC(=O)C(C)C,-6,9,1.1,-2,0.94,-3,-6,6,2
CCCCn1c(N)c(N(CC(C)C)C(=O)c2ccc(Br)s2)c(=O)[nH]c1=O,-9,20,0.96,0,0.94,1,4,6,-3
O=C1NC2(CCCCCC2)C(=O)N1Cc1cccc(Cl)c1,-8,15,1.2,-2,1.1,-2,-15,-9,1
COc1cc(CC(=O)OCC(=O)c2ccc(F)cc2)cc(OC)c1OC,4,2,0.96,3,0.94,-5,4,6,0
c1ccc(CC[C@@H]2CC[C@@H](CCc3ccccc3)N2)cc1,3,22,0.93,2,0.94,-6,7,6,3
COc1ccc(-c2nnc3ccc(SCc4ccccc4)nn23)cc1,-7,28,0.9,-2,0.99,-2,10,1,0
N#Cc1ccc(OCC(=O)Nc2ccc(N3CCCC3)cc2)cc1,4,19,0.99,-2,0.99,-1,1,1,-14
# Continued:
SMILES,A3G deaminase,NLRP3 yeast inh,hIAP activ,A3A deaminase,mIAP activ,MIN6 prolif,hIAP block,mIAP inh,SENP1 FRET inh
O=C(CSc1nnc(COc2cccc3ccccc23)o1)N1CCN(C(=O)c2ccco2)CC1,-9,-7,1.2,-5,0.97,-2,-24,3,3
CC#CCCc1nc2ccccc2c(=O)n1N,1,18,1,2,1.1,1,0,-6,2
C#CC(=O)N(c1cc(OC)ccc1OC)C(C(=O)NC1CCCC1)c1cccs1 (stereo not given),1,-3,1.1,-5,1.1,-5,-12,-10,-4
CCc1ccccc1NC(=O)Cn1nc(C(F)(F)F)c2c1CCC2,2,14,0.87,3,1,1,13,-1,-1
CCOc1cc(NC(=S)NCCOC)c(OCC)cc1NC(=O)c1ccco1,-8,20,1,-5,1,-1,-2,-1,-9
C#CCn1c(O)c(N=NC(=O)CNC(=O)/C=C/c2ccccc2)c2ccccc21,-10,11,0.92,-2,1,-4,8,0,1
CCc1ccc(NC(=O)CSc2nnc(-c3n[nH]c4ccccc34)n2-c2ccccc2)cc1,6,10,0.95,2,1.2,-3,5,-22,2
CCOC(=O)CNC(=O)Nc1cc(C(C)(C)C)nn1-c1ccccc1,-3,-3,1,6,1.1,-2,0,-8,-2
CN(C)C(=S)c1ccc2ccccc2n1,-5,-2,1,-2,0.98,-2,-3,2,0
COc1cccc(/C=N/NC(=O)C(C)Sc2ccccc2)c1 (stereo not given),-4,22,1.1,-1,1,-1,-7,0,2
O=c1c2cccnc2n(-c2ccccc2)n1Cc1ccc(Cl)cc1,-2,5,0.97,0,0.95,-1,3,5,6
Cc1ccc2cc(CN(Cc3ccc4c(c3)OCO4)Cc3nnnn3Cc3ccco3)c(=O)[nH]c2c1,-3,-7,1.1,-1,1,-5,-14,0,-6
O=C(COC(=O)c1c[nH]c(=O)[nH]c1=O)Nc1cccc([N+](=O)[O-])c1,-8,0,0.87,-5,1.1,3,13,-11,-1
O=C(COC(=O)c1cc2c(s1)CCCC2)NCc1ccccc1Cl,-6,16,0.94,-3,1,-1,6,-1,2
Cc1cc(C)c(-c2nc3ccccc3s2)[nH]1,-8,25,1.1,-4,0.91,2,-12,9,-19
Cc1ccc(Cl)cc1-n1c(SCC(=O)NCCC2=CCCCC2)nc2n[nH]c(C)c2c1=N,-4,9,1.7,-2,0.98,-3,-66,2,1
Cn1nnnc1SCC(=O)Nc1ccc(Br)cc1Cl,15,14,0.83,50*,1,3,17,0,2
Cc1cccc(C)c1NC(=O)C1=C(O)c2ccccc2N(C)S1(=O)=O,1,5,1.2,-1,1,0,-22,-4,1
O=C(CSc1ccc(-c2ccco2)nn1)Nc1ccc(F)cc1F,-10,-1,0.98,1,0.94,-1,2,6,3
COc1ccc(CCNC(=O)CSc2ncn[nH]2)cc1,5,-5,1,4,1.1,0,-4,-7,1
O=c1c2ccccc2oc2cc(C#CC3(O)CCCCC3)ccc12,-11,16,1.1,-5,0.98,-8,-12,2,1
O=C(Nc1ccnn1C1CCN(Cc2ccccc2)CC1)c1ccccc1Cl,-8,13,1.1,-1,0.99,2,-6,1,-3
CCc1ccc(NC(=O)NCc2cccnc2)cc1,-4,23,1,-2,1,-2,-2,-2,2
